rCAG binder: molecules binding r(CAG) RNA repeats; r(CAG) RNA repeat, TO-PRO-1 dye displacement fluorescence; inhibition, % at 3 µM; 370,000 tested, 1.3% active; AID 651821;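 active = inhibition above the plate cutoff, the mean of all test compounds on that plate plus 3 SD, cut at about 35% in these data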;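 also: 0% = DMSO alone and 100% = 100 µM mitoxantrone as full dye displacement; higher means more dye released from RNA so lower well fluorescence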
HTRA1 inh: inhibitors of human serine peptidase HTRA1. Q92743. recombinant HTRA1, FP-rhodamine activity-based probe, fluorescence polarization. inhibition, % at 5.96 µM. 340,000 tested, 0.5% active. AID 504803; in the data active = inhibition above about 36%;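 also: 0% = enzyme with DMSO and 100% = wells lacking enzyme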
ABHD4 inh: inhibitors of mouse ABHD4 | Q8VD66 | purified mABHD4, FP-Rh probe fluorescence polarization | inhibition, % at 8.92 µM | 370,000 tested, 0.54% active | AID 720543;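 active = inhibition exceeding the mean over every tested compound plus 3 SD, cut at about 30% in these data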;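 also: 0% = plate median of compound wells and 100% = S159A mutant with DMSO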
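System: mouse ABHD4 enzyme, wild type / Medium: HEPES pH 7.0, NaCl, Pluronic buffer / Reagent: FP-Rh activity-based fluorescent probe / Control set: S159A mutant high control, sample median low control / Detection: fluorescence polarization with parallel and perpendicular emission, 525/598 nm / Schedule: 45 min + 60 min at 25 °C / Compound dosing: 8.92 µM, single dose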
NR1D1 modulator: modulates human Rev-erb alpha binding to DNA; 370,000 tested, 0.79% active; Rev-erbα–FITC-DNA binding, fluorescence polarization, 90 min; AID 1259318; activity, % at 10 µM;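 active = activity above about 14%, limit read from the data; passing the limit was not always enough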;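 also: 0% = DMSO wells with 35 nM protein and 100% = DMSO wells with 750 nM protein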
Target sequence (P20393 whole entry, looked up): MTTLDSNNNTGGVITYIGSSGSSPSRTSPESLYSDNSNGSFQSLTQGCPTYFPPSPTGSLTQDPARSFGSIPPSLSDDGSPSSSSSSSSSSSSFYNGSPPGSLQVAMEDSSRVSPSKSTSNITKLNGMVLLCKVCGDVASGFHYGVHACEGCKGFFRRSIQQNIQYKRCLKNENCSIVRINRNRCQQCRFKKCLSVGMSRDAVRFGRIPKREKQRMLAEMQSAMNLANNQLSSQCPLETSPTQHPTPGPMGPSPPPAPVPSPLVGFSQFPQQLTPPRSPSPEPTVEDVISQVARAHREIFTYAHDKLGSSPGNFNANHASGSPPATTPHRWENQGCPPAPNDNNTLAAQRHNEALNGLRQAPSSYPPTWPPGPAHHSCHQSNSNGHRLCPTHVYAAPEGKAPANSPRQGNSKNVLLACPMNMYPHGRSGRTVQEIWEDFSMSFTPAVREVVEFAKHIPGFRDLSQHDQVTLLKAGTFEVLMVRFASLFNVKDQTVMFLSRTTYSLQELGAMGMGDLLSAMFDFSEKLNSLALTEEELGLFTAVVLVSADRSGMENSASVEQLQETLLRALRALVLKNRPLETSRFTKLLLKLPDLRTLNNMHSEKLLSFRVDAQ
TDP2 inh: blocks human TDP2 phosphodiesterase activity. recombinant TDP2, T5PNP hydrolysis, p-nitrophenol absorbance 415 nm. AID 720702. 370,000 tested, 0.34% active. inhibition, % at 12.8 µM;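 active = inhibition above the mean of all tested compounds plus 3 SD, set per campaign, cut at about 25% in these data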;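 also: 0% = DMSO with enzyme and 100% = buffer with substrate but no TDP2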
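Read-out basis: percent inhibition. System: recombinant human TDP2. Buffer or medium: Mg2+-containing Tris-HCl buffer, pH 7.5. Repeats: single replicate. Timing: reaction 2 h, 37 °C. Benchmarks: high control without enzyme, low control DMSO plus TDP2. Probe or stimulus: 5 mM T5PNP. Doses: 12.8 µM only. Measured by: epi absorbance of p-nitrophenol freed from T5PNP by hydrolysis.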
PG9 binder: PG9 antibody binding by small molecule; TR-FRET gp120-PG9 antibody binding; inhibition, % at 6.7 µM; 360,000 tested, 0.43% active; in the data active = inhibition above about 8.5%
PRMT1 FP inh: PRMT1 (human) inhibition, primary screen; recombinant PRMT1, activity-based probe fluorescence polarization; inhibition, % at 2.79 µM; 370,000 tested, 1.3% active; AID 652257;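 active = inhibition above about 21% made by adding two undisclosed values, limit read from the data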
Target sequence (Q99873 whole entry, looked up): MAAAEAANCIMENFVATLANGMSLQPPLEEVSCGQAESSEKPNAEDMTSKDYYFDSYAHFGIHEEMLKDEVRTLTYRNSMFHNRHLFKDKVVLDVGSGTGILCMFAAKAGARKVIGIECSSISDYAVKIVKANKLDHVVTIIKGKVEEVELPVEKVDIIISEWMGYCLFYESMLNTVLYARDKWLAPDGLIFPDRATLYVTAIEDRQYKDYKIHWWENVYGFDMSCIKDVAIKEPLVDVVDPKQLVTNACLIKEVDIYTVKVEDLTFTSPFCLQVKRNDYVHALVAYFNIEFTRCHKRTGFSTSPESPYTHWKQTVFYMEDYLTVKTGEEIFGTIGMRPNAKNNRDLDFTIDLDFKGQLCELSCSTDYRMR
LEDGF integ inh: blocks HIV-1 LEDGF/p75-dependent DNA integration; TR-FRET IN-LEDGF/p75 DNA integration, Eu/Cy5; inhibition, % at 3.7 µM; 370,000 tested, 0.64% active;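 active = inhibition above the screen-wide mean plus 3 SD, cut at about 13% in these data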;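 also: signal is the Cy5 over europium emission ratio at 671 and 618 nm; 0% = plate median of compound wells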
SIAE primary: inhibitors of human sialic acid acetylesterase SIAE; Q9HAT2; SIAE FP-Rh probe binding, fluorescence polarization; inhibition, % at 9.66 µM; 370,000 tested, 0.69% active;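 active = inhibition above a cutoff: mean of compounds within the control limits plus 3 SD of those, cut at about 17% in these data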;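 also: 0% = plate median of compound wells and 100% = probe without SIAE protein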
TCR-CD3 inh: blocks the human TCR-CD3 interaction. TAMRA-labeled TCR probe fluorescence, biochemical. inhibition, % at 9.4 µM. 360,000 tested, 0.37% active; in the data active = inhibition above about 19%;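 also: recombinant mutant TCR 2C K166C tagged with TAMRA read by polarization; 0% = receptor in buffer alone and 100% = receptor with positive control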
Active calls of the source: *; . = not tested or not shown. Not all compounds are listed; count on the stated rates, not on these rows.

SMILES	rCAG binder	HTRA1 inh	ABHD4 inh	NR1D1 modulator	TDP2 inh	PG9 binder	PRMT1 FP inh	LEDGF integ inh	SIAE primary	TCR-CD3 inh
CCOC(=O)CCCNC(=O)CN1CCC(c2nc3ccccc3s2)CC1	-10	5	-2	-7	-8	-1.5	0	-1	-4	1
COc1cc(/C=N/NC(=O)c2ccncc2)cc2c1OCO2	-1	5	-10	-4	-15	2.1	2	0	-7	-2
COC(=O)C1=C(C)N(Cc2ccccc2C(F)(F)F)C(=NCc2cc(OC)c(OC)c(OC)c2)NC1c1cccc(F)c1 (stereo unspecified)	4	.	8	-4	-3	0.3	-3	-2	8	13
CC(=O)N(Cc1cccs1)Cc1cc2cc(C)c(C)cc2nc1Cl	-9	-10	1	-6	0	-3.0	1	3	2	7
Cc1ccc(S(=O)(=O)n2ccc(-c3cccc(OCc4c(F)cccc4Cl)c3)n2)cc1	7	-19	-6	1	-7	-2.5	3	-2	2	-4
CCn1nc(C)c(CN2CCC(n3nccc3NC(=O)Cc3ccccc3)CC2)c1C	-7	-2	5	0	5	-0.6	-1	-1	1	3
CCOC(=O)c1c(NC(N)=O)sc(C)c1C	1	0	4	3	5	-0.1	-1	1	5	-3
Cc1c[n+](C)ccc1CC1C([N+](=O)[O-])=C[N-]c2ncnn21 (stereo unspecified)	0	1	1	0	5	1.1	3	0	3	-1
O=C(NC(=S)NCC1CCCO1)c1ccc(Cl)cc1Cl (stereo unspecified)	-1	-6	-11	-2	3	-1.6	-3	-2	0	-2
COC(=O)c1cc(S(=O)(=O)N2CCN(c3cccc(OC)c3)CC2)cn1C	-2	5	-1	-1	2	0.1	5	-1	4	-3
Cc1cccc(NC(=S)N(CCN(C)C)Cc2cc3cc(C)ccc3[nH]c2=O)c1	-2	-13	-6	-7	-2	0.8	0	0	10	-2
CCNC(=O)c1cc2c(c(-c3cccc(-c4cccc(C(=O)N(C)C)c4)c3)n1)[C@@H](CCO)N(S(=O)C(C)(C)C)C2 (stereo partly specified)	12	.	-2	-4	9	-0.1	5	2	-2	4
C[C@]12c3[nH]c4ccc(Cl)cc4c3CCN1C(=O)[C@@H](CC(=O)NCCc1ccccn1)C[C@@H]2C(=O)N1CCOCC1	1	3	-6	4	-13	0.3	-7	4	0	-7
COc1ccc2c(C(c3ccccc3O)C3CCCN3S(=O)(=O)c3ccc(C)cc3)cn(C)c2c1 (stereo unspecified)	11	.	-29	-5	-14	.	12	-5	5	.
Cc1noc(C)c1COc1ccccc1C(=O)NC(C)c1ccc(Cl)cc1 (stereo unspecified)	-2	-14	4	0	5	-1.0	3	-3	4	0
COc1ccc(OC(=O)/C=C/c2ccc([N+](=O)[O-])cc2)cc1	0	6	3	3	24	-0.1	-4	2	13	8
COc1ccccc1NC(=O)NC1(C)CCS(=O)(=O)C1 (stereo unspecified)	-2	-2	7	-2	2	-1.7	2	-5	-5	-6
COc1ccc(S(=O)(=O)Nc2ccc(NC(C)=O)cc2)cc1Br	4	4	-11	3	-5	0.6	4	2	-4	-12
Cc1ccc2[nH]c(C(=O)NN=C3CCCCC3)c(-c3ccccc3)c2c1	8	-41	1	-4	3	1.8	-1	0	-3	-3
COc1ccc(CCN(C)C(=O)c2cc(S(=O)(=O)NCc3ccccc3)ccc2C)cc1OC	-6	3	-2	-6	-8	0.3	4	-2	3	-8
O=C(Nc1cccc(S(=O)(=O)N2CCCCCC2)c1)c1cc(=O)c2ccccc2o1	0	-44	0	-3	3	-1.3	0	-1	-32	-2
Cc1cccc(OCc2nnc3n2CCCCC3)c1	-5	0	3	-3	-3	0.1	-3	2	0	7
O=C(CN(C(=O)CCC(=O)Nc1ccccn1)C1CCCC1)NCc1ccc(F)cc1	-8	-2	0	-1	0	-1.0	2	2	-3	5
COC(=O)C1C(O)=C(C(C)=N)C(=O)CC1(C)C (stereo unspecified)	-3	4	9	1	10	0.0	-2	1	2	-1
CCOC(=O)Cc1csc(NC(=O)CSc2cc(Cl)ccc2Cl)n1	0	-4	6	0	0	-3.9	-3	-6	-1	5
Nc1ncncc1-c1ccccc1Cl	1	-5	10	6	1	0.6	1	0	-1	1
Cc1cc([N+](=O)[O-])cc2c1-c1ncccc1C2=Nc1ccccc1	-2	7	3	3	7	-0.1	-1	0	8	-2
CCOC(=O)C1CCN(C(=O)CCc2nnc3ccc(NCc4ccco4)nn23)CC1	-2	5	-2	-5	0	-0.3	2	3	-1	3
COCC(C)Nc1nc(C)c(C(C)=O)s1 (stereo unspecified)	0	5	3	3	1	-1.5	-1	2	3	-2
CN(Cc1c(C(=O)N/N=C/c2ccc(O)cc2)nnn1-c1nonc1N)C1CCCCC1	3	2	0	0	10	-0.1	-2	-1	-9	9
COc1ccc(N)cc1CN1CCN(c2ncc(Cc3ccccc3)cn2)CC1	2	.	-3	-4	10	-1.7	-1	-1	5	-6
Cc1ccc(C(=O)C(OC(=O)c2c(C)cc(=O)oc2C)c2ccccc2)cc1 (stereo unspecified)	0	-25	5	9	3	-1.2	2	-1	-2	-5
COc1ccc(CNC(=O)C[C@H]2C[C@H](C(=O)N3CCCCC3)[C@@]3(C)c4[nH]c5cc(-c6ccco6)ccc5c4CCN3C2=O)cc1OC	11	3	-1	10	1	-0.7	9	-1	2	-2
CC(C)CCNC(=O)C1CCCN(S(=O)(=O)c2ccc3c(c2)CC(C)N3C(=O)C2CC2)C1 (stereo unspecified)	-11	0	7	-1	6	-1.4	-3	-2	-6	4
CCCCNS(=O)(=O)c1ccc(S(=O)(=O)n2cnc3ccccc32)cc1	0	2	5	-1	2	-1.4	-3	2	4	3
Cc1cccc(-n2c(N)c(-c3nc4ccccc4n3C)c3nc4ccccc4nc32)c1	7	6	3	5	3	-1.1	-2	1	6	6
CCOC(=O)C1CCN(c2ncnc3c2[nH]c2cccc(OC)c23)CC1	-2	1	8	1	-18	-1.4	4	-2	5	3
CCN1CCN(S(=O)(=O)c2ccc(Cl)c(C(=O)NCc3nc4ccccc4[nH]3)c2)CC1	3	-4	2	-7	-6	0.5	-3	-5	6	-2
CC(C)Sc1ncc(S(=O)(=O)c2ccccc2)c(=O)[nH]1	1	2	-2	-2	7	-1.8	2	1	5	8
NS(=O)(=O)c1ccc(N=NN2CCCCC2)cc1	0	8	6	-2	-1	-1.8	7	1	0	0
CN(CC(=O)NCC(=O)Nc1ccc(F)c(F)c1F)C1CCS(=O)(=O)C1 (stereo unspecified)	2	3	3	7	6	1.1	3	-1	1	-3
COC(=O)N1C/C=C\C(c2ccc(OC)cc2)N(Cc2ccc(F)cc2)C(=O)C1 (stereo unspecified)	-4	1	2	2	9	0.2	-2	-1	3	-3
O=C(OCc1cnc(Cl)s1)c1cccs1	-2	-2	1	-6	10	1.2	6	-1	0	-2
COc1ccccc1OCCOCCOc1c(C)cc(C)cc1Br	-4	-12	-2	0	1	-0.3	-2	1	-2	7
CN(C)C(=O)c1cccc(-c2cccc(-c3nc(C(=O)NCc4ccccc4)cc4c3[C@@H](CCO)N(S(=O)C(C)(C)C)C4)c2)c1 (stereo partly specified)	9	.	-5	1	1	-0.5	-3	0	-5	6
C#CCOCCOCCOCCNc1nc(N2CCOCC2)nc(N2CCN(C(=O)[C@H](Cc3cc4ccccc4[nH]3)n3cc([C@@H](N)Cc4ccc(O)cc4)nn3)CC2)n1	12	-2	2	-2	-5	1.1	-1	-1	5	-8
CC1CCCCN1C(=O)CSc1nc(-c2ccccc2)cn1N (stereo unspecified)	1	-1	-2	-6	3	-0.7	-1	-3	-6	7
COc1ccc(C)cc1NC(=O)C1CC(=O)N(Cc2ccco2)C1 (stereo unspecified)	1	-5	-5	-4	-6	2.2	6	0	7	2
CCOC(=O)Nc1ccc2c(CN3CCN(S(=O)(=O)c4ccccc4)CC3)cc(=O)oc2c1	4	-6	0	6	2	2.2	3	-2	-2	-2
Nc1ccc(NC2C[C@@H](C(=O)O)NC2=O)cc1 (stereo partly specified)	1	-1	2	-2	6	-3.2	0	-1	2	-3
O=[N+]([O-])c1cc([N+](=O)[O-])c(Oc2ccc(Cl)c3cccnc23)cc1NN1CCCCC1	1	4	3	1	2	-1.1	-2	1	7	4
CCC(C)NC(=O)c1ccc2nc(-c3ccc(OC)c(OC)c3)c(-c3ccc(OC)c(OC)c3)nc2c1 (stereo unspecified)	-1	7	2	0	5	0.7	0	-3	-6	-2

A different layout for part of the listing above.
| canonical_smiles | rCAG binder | HTRA1 inh | ABHD4 inh | NR1D1 modulator | TDP2 inh | PG9 binder | PRMT1 FP inh | LEDGF integ inh | SIAE primary | TCR-CD3 inh |
| --- | --- | --- | --- | --- | --- | --- | --- | --- | --- | --- |
| NS(=O)(=O)c1ccc(N=NN2CCCCC2)cc1 | 0 | 8 | 6 | -2 | -1 | -1.8 | 7 | 1 | 0 | 0 |
| CN(CC(=O)NCC(=O)Nc1ccc(F)c(F)c1F)C1CCS(=O)(=O)C1 (stereo unspecified) | 2 | 3 | 3 | 7 | 6 | 1.1 | 3 | -1 | 1 | -3 |
| COC(=O)N1C/C=C\C(c2ccc(OC)cc2)N(Cc2ccc(F)cc2)C(=O)C1 (stereo unspecified) | -4 | 1 | 2 | 2 | 9 | 0.2 | -2 | -1 | 3 | -3 |
| O=C(OCc1cnc(Cl)s1)c1cccs1 | -2 | -2 | 1 | -6 | 10 | 1.2 | 6 | -1 | 0 | -2 |
| COc1ccccc1OCCOCCOc1c(C)cc(C)cc1Br | -4 | -12 | -2 | 0 | 1 | -0.3 | -2 | 1 | -2 | 7 |
| CN(C)C(=O)c1cccc(-c2cccc(-c3nc(C(=O)NCc4ccccc4)cc4c3[C@@H](CCO)N(S(=O)C(C)(C)C)C4)c2)c1 (stereo partly specified) | 9 | . | -5 | 1 | 1 | -0.5 | -3 | 0 | -5 | 6 |
| C#CCOCCOCCOCCNc1nc(N2CCOCC2)nc(N2CCN(C(=O)[C@H](Cc3cc4ccccc4[nH]3)n3cc([C@@H](N)Cc4ccc(O)cc4)nn3)CC2)n1 | 12 | -2 | 2 | -2 | -5 | 1.1 | -1 | -1 | 5 | -8 |
| CC1CCCCN1C(=O)CSc1nc(-c2ccccc2)cn1N (stereo unspecified) | 1 | -1 | -2 | -6 | 3 | -0.7 | -1 | -3 | -6 | 7 |
| COc1ccc(C)cc1NC(=O)C1CC(=O)N(Cc2ccco2)C1 (stereo unspecified) | 1 | -5 | -5 | -4 | -6 | 2.2 | 6 | 0 | 7 | 2 |
| CCOC(=O)Nc1ccc2c(CN3CCN(S(=O)(=O)c4ccccc4)CC3)cc(=O)oc2c1 | 4 | -6 | 0 | 6 | 2 | 2.2 | 3 | -2 | -2 | -2 |

Screening data: PubChem, several laboratories
